GAA glycogen = GAA glycogen-cleavage inhibition or activation; recombinant GAA, glycogen substrate, Amplex Red glucose oxidase fluorescence; Potency, µM (series often up to 76.4 µM), inactives show at the top dose activity change, negative = inhibition, actives largely listed as inhibitors; 300,000 tested, 0.38% active;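 further: 0% = full enzyme reaction and -100% = no-enzyme basal signal; the screen sought inhibitors and activators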
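qHTS, 1536-well; enzyme 4 nM final; cpd up to 77 uM; substrate bovine liver glycogen 30 ug; 50 mM citrate/phosphate pH 5.0, 0.01% Tween-20; 37 C, 40 min; Amplex Red detection 45 min RT; Hill fit → AC50.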
NPSR antag = neuropeptide S receptor (human) antagonism, cAMP. Q6W5P4. CHO-NPSR cells, cAMP TR-FRET, antagonist mode. Potency, µM (top dose mostly 38.3 µM), inactives show at the highest dose activity change, negative = inhibition, hits mostly inhibitors. 220,000 tested, 1% active; further: on the % scale 0 is the no-effect control and ±100 the full control effect; nearly all actives have a fitted effect of over 50% in size; many of its hits are not listed in these tables
Target sequence (Q6W5P4 whole entry, looked up): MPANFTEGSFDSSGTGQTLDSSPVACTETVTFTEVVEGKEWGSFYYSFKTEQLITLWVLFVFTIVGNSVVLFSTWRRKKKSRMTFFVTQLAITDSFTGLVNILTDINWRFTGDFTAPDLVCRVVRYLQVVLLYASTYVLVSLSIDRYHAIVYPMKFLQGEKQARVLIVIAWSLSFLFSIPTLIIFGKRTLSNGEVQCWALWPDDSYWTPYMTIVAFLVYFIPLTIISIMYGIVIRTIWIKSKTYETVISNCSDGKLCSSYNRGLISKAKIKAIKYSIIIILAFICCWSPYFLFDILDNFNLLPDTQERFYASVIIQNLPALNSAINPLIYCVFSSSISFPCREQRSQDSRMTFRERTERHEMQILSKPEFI
Tau fluor cs = counter-screen for tau fibril formation inhibitors; tau K18 P301L (four-repeat tau fragment) Alexa594 fluorescence, heparin fibrillization; Potency, µM (highest dose often 57.7 µM), for inactives: at the highest dose activity change, negative = decrease; 280,000 tested, 0.93% active; AID 1463; further: on the % scale 0 is the no-effect control and ±100 the full control effect; nearly all actives have a fitted effect of over 55% in size
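Human K18 P301L tau (15 uM unlabeled plus 0.24 uM Alexa 594-labeled, final) in 100 mM sodium acetate pH 7 was mixed with compound and 20 uM heparin and incubated 6 hr at 37 C.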
GAA inhib = inhibitors of human lysosomal alpha-glucosidase | Potency, µM (highest dose often 76.9 µM), for inactives: at the top dose activity change, negative = inhibition, usual class: inhibitors | AID 1466 | purified human GAA, 4-MU-alpha-glucoside fluorescence | 200,000 tested, 0.005% active | P10253;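 further: plate controls were uninhibited enzyme wells for no effect and no-enzyme background for full effect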
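Compounds are titrated up to 77 uM against 4 nM human enzyme. Substrate 4-methylumbelliferyl-alpha-D-pyranoside (400 uM) reacts 20 min at room temperature in pH 5.0 buffer; liberated 4-methylumbelliferone is read at 440 nm.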
aGlu spleen mod = inhibits or activates alpha-glucosidase in human spleen homogenate | P10253 | human spleen homogenate, 4-MU-alpha-glucoside fluorescence | Potency, µM (series often up to 79.9 µM), for the others: top-dose activity change, negative = inhibition, usual class: inhibitors | 240,000 tested, 0.006% active;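 further: 0% = enzyme with vehicle and -100% = no enzyme basal signal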
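Human spleen homogenate (1 ug) incubated with compounds and 1 mM 4-methylumbelliferyl-alpha-D-glucopyranoside in pH 5.0 citrate/phosphate buffer, 37 C, 40 min. Stopped at pH 10; 4-MU fluorescence (Ex 365/Em 440 nm); AC50 by Hill fit.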
ALDH1A1 inh = inhibitors of human aldehyde dehydrogenase 1A1 | P00352 | Purified ALDH1A1, NADH fluorescence, propionaldehyde substrate | Potency, µM (top dose mostly 75.3 µM), for inactives: at the highest dose activity, negative = inhibition, hits mostly inhibitors | 220,000 tested, 7.3% active | AID 1030; active means well fitted inhibition curve with a large enough effect, not every such curve was filed as active; inconclusive means small, poorly fitted or top-dose-only effect, or another doubt; inactive means no such curve, though single readings can be large or run the other way;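 further: plate controls were no enzyme wells and a reference inhibitor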
GLA spleen mod = alpha-galactosidase A (human) modulation | Potency, µM (titrated, usually from 80 µM), inactives show at the top dose activity change, negative = inhibition, most hits filed as inhibitors | AID 2107 | human spleen homogenate, 4MU-alpha-Gal fluorescence, 40 min | P06280 | 240,000 tested, 0.008% active;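 further: 0% = enzyme with vehicle and -100% = no enzyme basal signal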
Target sequence (P06280 32-429 limits assumed): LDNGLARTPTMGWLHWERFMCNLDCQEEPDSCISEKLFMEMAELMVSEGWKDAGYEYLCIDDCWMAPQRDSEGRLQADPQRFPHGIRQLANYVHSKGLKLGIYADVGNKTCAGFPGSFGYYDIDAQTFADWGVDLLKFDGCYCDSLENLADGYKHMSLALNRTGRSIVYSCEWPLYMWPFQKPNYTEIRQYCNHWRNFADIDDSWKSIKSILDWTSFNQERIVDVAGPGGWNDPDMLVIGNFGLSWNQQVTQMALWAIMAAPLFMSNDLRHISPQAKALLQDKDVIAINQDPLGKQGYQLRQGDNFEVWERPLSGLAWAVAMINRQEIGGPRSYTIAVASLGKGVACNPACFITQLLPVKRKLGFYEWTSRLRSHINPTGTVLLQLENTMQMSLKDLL
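Spleen homogenate 1 ug + cpd (titration) + 4-MU-alpha-D-galactopyranoside 1 mM; 37C 40 min; 50 mM citrate/phosphate pH 5.0, 0.01% Tween-20; stop pH 10; fluorescence 365/440; AC50 via Hill.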
Epigenetic derep = epigenetic control regulation, reporter derepression; murine LDR cells, GFP reporter derepression, 30 h; AID 1865; 280,000 tested, 0.2% active; Potency, µM (highest dose often 53.9 µM), for inactives: at the top dose GFP activation, usual class: activators; further: % of control where 0% means no effect; nearly all actives have a fitted effect of over 60% in size
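In this reporter-derepression format, murine cells bearing a silenced integrated CMV-GFP locus incubate with test compound (30 h, 37 C), then are washed and imaged; fluorescent objects of 20–120 um count as induced cells.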
The depositor's hits bear a star; ? = inconclusive; . = no result given; [ ] = another dose, or the depositor's remark. Unless noted, the call rests on the fitted dose curve; in most records, active means well fitted curve in the direction sought with a large enough effect; inconclusive means small, poorly fitted or top-dose-only effect, or another doubt; inactive means no such curve, though single readings can be large; an effect the other way counts as inactive or inconclusive. Potency means the concentration at half of the fitted maximal effect. Not all compounds are listed; the hit share may differ from the screen's.

SMILES | Tau fluor cs | GAA glycogen | GAA inhib | ALDH1A1 inh | Epigenetic derep | GLA spleen mod | aGlu spleen mod | NPSR antag
COc1ccccc1C(=O)Oc1ccc(N2C(=O)CCC2=O)cc1 | -6% | 6% | -7% | -1% | -1.1% | -2% | 1% | -1%[46.1 µM]
COC(=O)CSc1nnnn1-c1cccc2ccccc12 | -2% | -2% | -2% | ? | -4.9% | -6% | -7% | -17%[46.1 µM]
N=c1sccn1CC(=O)Nc1cccc(S(N)(=O)=O)c1 | 4% | -1% | . | . | -2.3% | 2% | 0% | -31%
Cc1ccc2c(c1)cc(CN(Cc1cccs1)C(=O)c1ccco1)c1nnnn12 | -21% | -8% | ? | ? | 6.1% | 8% | 4% | ?
O=C1OCC/C1=C\OCCCO/C=C1\CCOC1=O | ? | -4% | . | . | 1.9% | 5% | 5% | 15%
Cc1ccc(NC(=O)CCNS(=O)(=O)c2ccc3c(c2)oc(=O)n3C)cc1C | -1% | 0% | -2% | -12% | -4.2% | -12% | -7% | 2%[46.1 µM]
O=C(Cn1cncn1)N/N=C/c1cccc2ccccc12 | -9% | 7% | -9% | -4% | -3.8% | -10% | -5% | -7%
Cc1cccc2nc(CSc3ccccc3C(=O)O)cn12 | -1% | -7% | -1% | -10% | -0.9% | 12% | 6% | -15%[46.1 µM]
COC(=O)c1ccc(C)c(NS(=O)(=O)c2ccc3c(c2)OCCO3)c1 | -7% | -3% | -1% | 7.9µM* | 0.0% | -8% | -5% | 23%[46.1 µM]
COc1cccc(-c2nc(-c3ccc(NC(=O)c4cccnc4)cc3)no2)c1 | -28% | 3% | 4% | -2% | 0.9% | 11% | 3% | -17%[46.1 µM]
CCCC(=NCCc1c(C)[nH]c2ccccc12)C1=C(O)CC(c2ccccc2)CC1=O (stereo unspecified) | ? | -12% | -7% | -11% | 1.9% | -1% | -6% | -58%
C=CCNC(=O)c1ccc(OC)cc1 | -8% | -5% | 4% | 6% | 0.0% | -2% | 2% | -18%
CCCCC1C2=C(CC(C)(C)CC2=O)OC2=C1C(=O)CC(C)(C)C2 | -7% | -1% | -10% | 6% | 0.1% | 0% | -8% | -17%[46.1 µM]
C/C(=N/Nc1ncc(C(F)(F)F)cc1Cl)c1ccncc1 | -12% | ? | 0% | 40µM* | -2.3% | 1% | -2% | -13%
O=C(Nc1ccc(Cl)c(Cl)c1)C1CC(=O)N(c2ccc(Br)cc2)C1 (stereo unspecified) | -13% | -15% | 2% | 11% | -4.7% | 5% | 0% | 11%[46.1 µM]
Cc1ccc(NC(=O)CSc2nnc(-c3cnccn3)n2Cc2ccco2)cc1C | -1% | 4% | -1% | ? | -7.9% | 1% | 2% | -11%[46.1 µM]
Cc1cc(C)nc(N2CCC(C(=O)Nc3ccc4c(c3)OCCO4)CC2)n1 | -2% | -10% | -9% | -2% | -1.5% | 0% | 1% | -1%
Cc1[nH]c2c(ccc3cccnc32)c1C | -19% | 4% | . | . | 5.3% | 17% | 1% | -3%
CCOc1ccc(C2C(C(=O)c3cccs3)=C(O)C(=O)N2Cc2cccnc2)cc1OC (stereo unspecified) | 8% | 11% | ? | ? | -3.8% | -13% | -3% | -7%
CCOC(=O)C1CCCN(c2c(Nc3ccc(OCC)cc3)c(=O)c2=O)C1 (stereo unspecified) | -9% | 11% | -13% | -4% | -1.2% | -2% | -6% | -18%[46.1 µM]
CCOC(=O)c1oc2ccccc2c1NC(=O)c1ccc(S(=O)(=O)N(C)C)cc1 | -12% | -3% | -1% | -4% | 8.0% | 2% | -3% | -29%[46.1 µM]
CCN(CC)S(=O)(=O)c1cc(C(=O)Nc2ccncc2)ccc1Cl | -2% | -1% | -8% | ? | -1.1% | -4% | -5% | -10%[46.1 µM]
Cc1[nH]c2ccc(-c3nnc(SCC(=O)c4ccc(F)cc4)o3)cc2c1C | -20% | 0% | 6% | -13% | 11% | -1% | -3% | -1%[46.1 µM]
O=C(COC(=O)CC(NC(=O)c1ccccc1Cl)c1ccccc1)Nc1cccc(F)c1 (stereo unspecified) | -25% | 0% | -5% | 0% | -0.3% | 1% | -2% | -2%
COC(=O)c1cccc(C(=O)Nc2ccc(C)cc2)n1 | -6% | -2% | 9% | -7% | -0.2% | 1% | -10% | -11%[46.1 µM]
CCSc1ncc(Cl)c(C(=O)Nc2ccc(S(=O)(=O)Nc3onc(C)c3C)cc2)n1 | -7% | -17% | -2% | 10% | 0.0% | -2% | -9% | -6%[46.1 µM]
CCCOc1ccc(OCCNC2CCCC2)cc1 | 1% | 9% | -10% | 0% | -2.3% | 4% | 0% | 0%[46.1 µM]
Cc1csc(=Nc2c(C)n(C)n(-c3ccccc3)c2=O)n1-c1ccccc1 | -6% | -14% | 11% | 0% | 1.3% | -1% | 5% | 9%
CCc1c(C)sc2nc3c(C(=O)N4CCOCC4)cc(C(=O)c4cc(F)ccc4O)cn3c(=O)c12 | -25% | -7% | -5% | ? | 2.4% | 2% | -2% | -50%
COC(=O)c1ccc(NC(=S)NCc2ccco2)cc1 | -4% | -4% | -8% | ? | -1.6% | -5% | -4% | -32%
COc1ccccc1NC(=O)CNC(=O)c1ccccc1C | 12% | 16% | -9% | -11% | -3.1% | 17% | 3% | 12%[46.1 µM]
CC(C)Cn1c(=O)c(C(=O)Nc2ccccc2S(N)(=O)=O)c(O)c2ccccc21 | -9% | -3% | ? | ? | 0.0% | -19% | -5% | -17%[46.1 µM]
CCOC(=O)c1sc2nc(CC(=O)OC)nc(NCc3ccc(F)cc3)c2c1C | -14% | -6% | 5% | ? | 0.9% | 7% | 1% | ?
Cc1ccc(NC(=O)C2(N(C(=O)Cn3nnnc3N)c3ccc(C)cc3)CCCCC2)cc1 | -3% | -17% | -4% | 10% | 0.0% | 1% | -7% | ?
O=C(CSc1ccc(F)cc1)Nc1ccc(Br)cc1 | ? | -9% | -7% | 20µM* | -4.3% | 2% | -5% | -8%
CCOc1ccc2nc(NCCNS(=O)(=O)c3ccccc3)c(C#N)cc2c1 | -21% | 1% | ? | ? | 0.7% | 11% | 1% | -23%[46.1 µM]

Gathered by group: the entries above with bromine
SMILES | Tau fluor cs | GAA glycogen | GAA inhib | ALDH1A1 inh | Epigenetic derep | GLA spleen mod | aGlu spleen mod | NPSR antag
O=C(Nc1ccc(Cl)c(Cl)c1)C1CC(=O)N(c2ccc(Br)cc2)C1 (stereo unspecified) | -13% | -15% | 2% | 11% | -4.7% | 5% | 0% | 11%[46.1 µM]
O=C(CSc1ccc(F)cc1)Nc1ccc(Br)cc1 | ? | -9% | -7% | 20µM* | -4.3% | 2% | -5% | -8%

(further entries)
SMILES | Tau fluor cs | GAA glycogen | GAA inhib | ALDH1A1 inh | Epigenetic derep | GLA spleen mod | aGlu spleen mod | NPSR antag
COCCn1c(N)c(S(=O)(=O)c2cccs2)c2nc3ccccc3nc21 | -21% | 1% | ? | ? | 1.0% | -5% | -8% | -10%[46.1 µM]
CCOC(=O)Cn1c(=O)c(-c2ccccc2NC)nc2ccccc21 | -17% | 9% | -7% | 16% | -1.0% | 0% | -1% | -7%[46.1 µM]
COc1cccc(-n2cnnn2)c1 | 3% | 11% | 0% | 0% | -0.7% | -4% | -3% | -10%[46.1 µM]
CC(=O)c1sc(C(=O)O)c(-c2ccco2)c1-c1ccco1 | 1% | 2% | 6% | 3% | 8.9% | 2% | -5% | 12%
COC(=O)Cc1ccc(NC(=S)Nc2cccc(C)n2)cc1 | -13% | -5% | -1% | 14% | -0.6% | 6% | 6% | 38%
CNc1nc(OC)nc(N2CCOCC2)n1 | 6% | 3% | -1% | -2% | -2.1% | 0% | -4% | 5%[46.1 µM]
CC1(C)CC(=O)C(Sc2nnc(-c3ccc(O)cc3)n2CC2CCCO2)C(=O)C1 (stereo unspecified) | -1% | 4% | -3%[15.4 µM] | 19µM* | 1.7% | -2% | -6% | 7%[46.1 µM]
Cc1cc(S(=O)(=O)n2cnc3ccccc32)c(C)cc1Cl | -2% | 0% | -1% | 6% | -6.2% | 9% | -8% | 2%[46.1 µM]
Cc1cc(Br)ccc1OCCCCN1CCCCC1 | 1% | 22% | 11% | ? | 1.6% | -2% | 0% | 6%
COc1ccc(N=C2S/C(=C\c3ccc(N4CCOCC4)o3)C(=O)N2CCc2c[nH]c3ccccc23)cc1 | ? | -3% | -10% | 8.9µM* | ? | 1% | 0% | ?
Cc1cccc(N/N=C(\C(N)=O)C2=NC(C)(C)Cc3ccccc32)c1 | ? | -23% | -4% | 4% | -1.8% | -7% | -1% | -31%
CC(C)(C)NC(=O)CN(C(=O)C1(C)CC(=O)N=C2C=CC=CN21)C1CCCC1 (stereo unspecified) | -8% | 6% | ? | ? | 0.0% | ? | 10% | 7%[46.1 µM]
Cc1c(NC2(C#N)CCCCC2)c(=O)n(-c2ccccc2)n1C | -10% | ? | -9% | ? | -1.1% | 6% | -3% | -9%
CCCC(=O)Nc1cc(C(=O)O)ccc1Sc1ccc(C)cc1 | -11% | 13% | -2% | -6% | 1.1% | -4% | -3% | -32%
CCOC(=O)C1(C(F)(F)F)N=C(C(F)(F)F)Nc2ccc(F)cc21 (stereo unspecified) | 3% | -2% | -3% | -5% | -5.0% | 5% | 5% | -1%
CC(=O)NCCOC(=O)Nc1sc(=S)n(C)c1C | -11% | ? | 1% | ? | 1.2% | -9% | -4% | 6%[46.1 µM]
COc1ccc(/C=C/C=C2\N=C(SC)SC2=O)cc1 | -29% | -3% | -1% | ? | -0.3% | 0% | 1% | -3%
c1ccc2c(Cn3nnc4ccccc43)cccc2c1 | -16% | -4% | -10% | ? | 0.0% | 11% | -1% | -10%[46.1 µM]
Cc1ccc2nc3c(c(C(=O)O)c2c1)CCC3 | 10% | 12% | -3% | -9% | 0.0% | 9% | 9% | 4%[46.1 µM]
CC(C)OP(=O)(OC(C)C)C(Nc1ccc([N+](=O)[O-])cc1)c1cccc([N+](=O)[O-])c1 (stereo unspecified) | -21% | 0% | . | . | -0.8% | -4% | -7% | -52%
COC(=O)c1ccc(C(NC(=O)OCc2ccccc2)/C(=C/[C@@H](C)C(=O)NCc2nc3ccccc3n2C)c2cccnc2)cc1 (stereo partly specified) | -14% | . | . | 2% | 1.3% | -2% | 3% | .
CCN(CC)c1ccc(C(=O)N/N=C/c2ccccc2OC(F)F)cc1 | -16% | -7% | -10% | -5% | -1.4% | -5% | -4% | -27%
